DUSP3 inh – VHR1 phosphatase inhibitors, primary screen, biochemical, colorimetric, HTS; recombinant VHR phosphatase, colorimetric substrate read-out; AID 1992, 2009; Dual specificity protein phosphatase 3 (Homo sapiens), P51452; actives 0.7% (n = 50,000); inhibition, % at 20 µM; in the data active means inhibition above about 60%; further: some results filed as inactive read as strong as hits
Target sequence (P51452 whole entry, looked up): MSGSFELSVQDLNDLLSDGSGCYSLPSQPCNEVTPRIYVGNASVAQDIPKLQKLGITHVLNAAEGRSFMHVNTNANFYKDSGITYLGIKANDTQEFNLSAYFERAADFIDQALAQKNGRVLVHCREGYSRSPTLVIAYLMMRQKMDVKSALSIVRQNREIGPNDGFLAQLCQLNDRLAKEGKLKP
The depositor's hits bear a star. Not all compounds are listed, so the mix of outcomes need not match the whole.

SMILES	DUSP3 inh
CC(C)N1C(=O)c2cccc3c(N4CCCCC4)ccc(c23)C1=O	-24
O=C(Nc1sc2c(c1C(=O)Nc1ccccc1)CCC2)c1ccccc1Br	-4
Cc1cccc(-n2c(CCN3C(=O)c4ccccc4C3=O)nc3ccccc3c2=O)c1	-8
CCOC(=O)C1=C(O)/C(=C/c2ccccc2)SC1=Nc1ccc(F)cc1	12
Cc1cc(Cl)ccc1OCC(=O)NNC(=O)Cc1cccs1	-5
O=C(Nc1ccccc1C(=O)N1CCOCC1)c1cccc(F)c1	-5
COc1ccc(C(=O)Nc2ccc3c(c2)OCO3)cc1	-22
Clc1cccc(-c2ccc(/C=N/n3cnnc3)o2)c1	-24
CC1=C(C(=O)Nc2ccc(C)cc2)C(c2ccccc2)NC(=S)N1 (centres undefined)	-10
O=C(NOC(=O)c1ccccc1Br)c1ccc(Cl)cc1	-12
CC1=C(C(=O)Nc2cc(Cl)ccc2C)C(c2ccccc2Cl)NC(=S)N1 (centres undefined)	-17
N#C/C(=C\c1ccc(-c2cccc(Cl)c2)o1)c1ccc(Cl)cc1	20
O=P1(C(Nc2ccc(O)cc2)c2ccc(Br)cc2)OCCCO1 (centres undefined)	-27
Cc1ccc(C(=O)O/N=C(\N)Cc2cccs2)cc1[N+](=O)[O-]	-13
COc1ccccc1NC(=O)CN(c1ccccc1OC)S(=O)(=O)c1ccccc1	6
COc1ccccc1N1C(=O)CC(S/C(N)=N/N=C(\C)c2ccc(F)cc2)C1=O (centres undefined)	1
COC(=O)CN(c1ccccc1C)S(C)(=O)=O	3
COc1ccc(/C=N/NC(=O)CCn2c3ccccc3c3ccccc32)cc1	12
CC(C)(C)c1ccc(C2=N/C(=C\c3cccnc3)C(=O)O2)cc1	1
C=C(C)c1cccc(C(C)(C)NC(=O)NCCc2ccc(S(N)(=O)=O)cc2)c1	11
C=CCN1C(=O)/C(=C/c2cccc(OCc3ccccc3Cl)c2)SC1=S	-30
COC(=O)C1=C(C)N(c2cccc(C)c2)C(=O)/C1=C\c1ccccc1[N+](=O)[O-]	2
CC(C)(C)c1ccc(/C=C/C(=O)N2CCc3ccccc3C2)cc1	-1
COc1cc(C(=O)Nc2ccccc2Br)cc(OC)c1OC	-1
O=C1C2C(C(=O)N1c1ccncc1)C1C=CC2C12CC2 (centres undefined)	-26
CS(=O)(=O)c1ccc2nc(NC(=O)c3cc([N+](=O)[O-])ccc3Cl)sc2c1	14
O=C(Nc1ccc(Cl)cc1)c1cc([N+](=O)[O-])ccc1Cl	-12
CCC(C)OC(=O)C1=C(C)NC(=O)NC1c1cccc(Br)c1 (centres undefined)	-18
Cc1nc2ccccc2c(=O)n1/N=C/c1ccco1	-10
CCN(CC)c1ccc(/C=N/Nc2cc(N3CCOCC3)nc(N3CCOCC3)n2)cc1	102
C/C(=N\OCC(=O)N/N=C/c1ccc(C)cc1O)c1cccs1	-5
O=C(O)c1ccccc1-c1ccc(/C=C2\SC(=Nc3ccccc3)N(c3ccccc3)C2=O)o1	-23
COc1ccc(N(CC(=O)Nc2ccc(OC)c(OC)c2)S(C)(=O)=O)cc1	-36
CSc1nncn1/N=C/c1ccc([N+](=O)[O-])cc1	1
Cc1ccc(OCC(=O)NNC(=O)c2cccc(F)c2)c(C)c1	0
O=C(/C=C/c1ccccc1)NC(=S)Nc1cccc(Cl)c1	1
CCN1C(=O)c2cccc3c(NC(=O)c4ccc(S(=O)(=O)N5CCCCCC5)cc4)ccc1c23	4
CC(C)(C)NCCOc1ccc(Cl)cc1	5
CCNC(=O)c1ccccc1-c1ccccc1C(=O)O	-10
Nc1nonc1N=Cc1cc(Br)ccc1O	-2
C=CCc1cc(/C=C2/C(=O)NC(=S)N(CC=C)C2=O)cc(OC)c1O	57
COc1cccc(OCCOCCN2CCN(C)CC2)c1	7
O=C(NC(=S)Nc1nc(-c2ccccc2)cs1)c1ccccc1Cl	-5
C=CCn1c(SCC(=O)O)nc2sc3c(c2c1=O)CCC3	-5
COc1ccc2c(c1)c(/C=C/c1nc3ccccc3c(=O)n1-c1ccccc1[N+](=O)[O-])c(C)n2C	-8
O=C(c1ccc(F)cc1)N1CCN(Cc2ccc(F)cc2)CC1	-3
COc1ccc(C2CC(=O)C3=C(C2)Nc2ccccc2NC3c2ccc(C(F)(F)F)cc2)cc1 (centres undefined)	-8
O=C1OC(c2ccc(F)cc2)=N/C1=C\c1ccccc1[N+](=O)[O-]	-18
C/C(=N\N=C1\NC(=O)C(CC(=O)Nc2cccc(C)c2C)S1)c1ccccc1 (centres undefined)	-8
O=C(Oc1ccc2c(Cl)c(C(=O)Nc3ccc(F)cc3)sc2c1)c1ccco1	-1
Cc1ccc(S(=O)(=O)Nc2ccccc2-c2nc3ccccc3c(=O)o2)cc1	-17
C/C(Cn1nnc([N+](=O)[O-])n1)=N/NC(=O)Cc1ccccc1	-26
COc1ccc(C)cc1NC(=O)CCC1CCCC1	-48
O=C(Nc1ccc2oc(-c3ccccc3F)nc2c1)c1ccc2c(c1)OCCO2	-16
COC(=O)c1ccc(C(=O)OC)c(NC(=O)CCC(=O)O)c1	-27
O=C(Nc1ccc(Cl)c(Cl)c1)c1ccc([N+](=O)[O-])o1	-8
O=C(Cn1c(O)c(N=NC(=O)C(=O)NCc2ccccc2)c2ccccc21)Nc1ccccc1	-31
O=C(Nc1ccc(F)cc1)C(=O)NC1CC1	-8
COc1ccc(C(=O)/C=C/Nc2ccccn2)c(OC)c1	4
Brc1ccccc1/C=N\N1CCN(c2ccccc2)CC1	1
The listing continues:
SMILES	DUSP3 inh
O=C(Nc1ccc(NC(=O)c2cc3ccccc3o2)cc1)c1ccc(Br)cc1	-40
O=C(Oc1cccc(/C=N/Nc2nc(N3CCOCC3)nc(N3CCOCC3)n2)c1)c1ccco1	-15
Cc1cc(NS(=O)(=O)c2ccc(Nc3nc(-c4sc(N)nc4C)cs3)cc2)no1	35
COc1ccc(N2C(=O)NC(=O)/C(=C\c3ccc(-c4ccccc4C(=O)O)o3)C2=O)cc1	13
Cc1ccc(-c2cc(-c3ccccc3)nc(N/N=C/c3ccccc3O)n2)cc1	-8
Cc1ccc(OCC(=O)Nc2cccc(C(F)(F)F)c2)c(C)c1	6
CCOC(=O)c1ccc(N2NC(=O)/C(=C/c3ccc(O)cc3)C2=O)cc1	1
Cc1ccc(S(=O)(=O)/N=C(/CSC(N)=O)Nc2ccccc2)cc1	-4
CC(C)NC(=O)c1ccc(C(C)C)cc1	-6
COC(=O)C1=C(C)NC(C)=C(C(=O)OC)C1c1ccc(Cl)cc1	-19
Nc1nc(Oc2ccc(F)cc2)c(I)c(=O)[nH]1	-3
O=C(CCOc1ccccc1)Nc1ccccc1	-12
CN1CCN(C(=O)c2ccc(Cl)c(Cl)c2)CC1	-4
Cc1ccc(SCCNC(=O)CN(c2ccccc2C)S(C)(=O)=O)cc1	2
CC1(C)CC(=O)c2sc(NC(=O)/C=C/c3ccco3)nc2C1	-14
COc1ccc(S(=O)(=O)N(CC(=O)Nc2cccc(C(C)=O)c2)c2ccc(C)cc2)cc1OC	-6
O=C(NCCO)C(=O)Nc1nc(C23CC4CC(CC(C4)C2)C3)cs1	-13
Cc1cccc(NC(=O)/C=C/c2cccc([N+](=O)[O-])c2)n1	-4
O=C(O)c1ccccc1/C=C1\SC(=S)N(c2cccc(C(F)(F)F)c2)C1=O	-20
Cc1ccc(NC(=O)CCCN(C)S(=O)(=O)c2ccc(C)cc2)cc1	-16
COc1cc(/C=C2/SC(=S)N(c3c(C)n(C)n(-c4ccccc4)c3=O)C2=O)c([N+](=O)[O-])cc1OC	-10
O=C1C(Cl)=CC(=NS(=O)(=O)c2ccccc2)C=C1Br	72*
CC(C)Nc1nc(-c2ccccc2Cl)nc2ccccc12	-10
N#CC1C(=S)N=C2CCCCC2=C1c1cccs1 (centres undefined)	-7
O=C1C(=Cc2ccc(-c3ccc(Cl)c([N+](=O)[O-])c3)o2)C(=O)c2ccccc21	-6
Cc1ccc(OCc2nnc(NC(=O)Nc3cccc(Cl)c3)s2)c(C)c1	-18
Cc1ccccc1/C=C1\C(=O)NC(=O)N(c2ccc(Br)cc2)C1=O	5
COC(=O)C1=C(C)N(C)C(C)=C(C(=O)OC)C1c1cccc(Cl)c1Cl	3
CNC(=O)c1ccc(CN2CCN(Cc3ccccc3)CC2)cc1	-9
CCOC(=O)Oc1ccc2c(=O)c(-c3ccccc3OC)coc2c1	-18
COc1ccc(C2C(C(=O)OC(C)C)=C(C)N=c3s/c(=C\c4ccc5c(c4)OCO5)c(=O)n32)cc1 (centres undefined)	4
COc1ccc(-c2csc(Nc3ccccc3OC)n2)cc1	-52
CC(C)CCc1c(O)nc(SCCN2CCOCC2)n(-c2ccccc2)c1=O	-15
C/C(=N\N1C(=O)CN(Cc2ccccc2)C1c1ccc(Br)cc1)c1ccccc1 (centres undefined)	-36
CCOC(=O)c1c(NC(NC(=O)c2ccco2)C(=O)c2ccccc2)sc2c1CCCC2 (centres undefined)	-7
CN1CCN(CC(=O)N2c3ccccc3C(C)(c3ccccc3)CC2(C)C)CC1 (centres undefined)	9
CC(N=Cc1cccc([N+](=O)[O-])c1)C1COc2ccccc2O1 (centres undefined)	101
Cc1ccc2oc3cc(NCCCN(C)C)c4c(=O)c5ccccc5c(=O)c4c3[nH]c2c1	-19
CCOc1ccc(N(CC(=O)Nc2ccccc2Br)S(=O)(=O)c2ccc(SC)cc2)cc1	-18
COc1ccc(C(=O)Nc2ccc(OC(F)(F)F)cc2)cc1Cl	-6
CC(C)c1ccccc1NS(=O)(=O)c1ccc(Cl)cc1	10
O=C(O)CCCN1C(=O)/C(=C/c2ccccc2Cl)SC1=S	-25
Cc1ccc(C(=O)NNC(=O)COc2ccc(C(C)(C)C)cc2)cc1	-3
O=C(O)CCCN1C(=O)/C(=C/c2cccc(Br)c2)SC1=S	0
COc1ccc(OC)c(N(CC(=O)Nc2cccc(Br)c2)S(C)(=O)=O)c1	-5
Cc1ccnc(SCC(=O)N2c3ccccc3CCc3ccccc32)n1	-3
CC(C)C(=O)Nc1ccc(O)c(-c2nc3ccccc3s2)c1	0
COc1ccc2c(c1OC)C(=O)OC2Nc1ccc(I)cc1 (centres undefined)	-6
Cc1cc(/C=C2\C(=O)NC(=S)N(c3ccccc3F)C2=O)c(C)n1C	-4
O=C(N/N=C/c1ccc(OCc2ccccc2)cc1)c1cnccn1	11
COc1cc(/C=C(\C#N)C(=O)c2ccccc2)cc(OC)c1OC	30
COc1cccc(N2C(=O)CC(SCC(=O)Nc3ccc(Cl)cc3)C2=O)c1 (centres undefined)	-14
O=C(Nc1ccc(Cl)c(NC(=O)c2ccc(Cl)cc2Cl)c1)c1cccs1	7
O=C1CC(N2CCOCC2)C(=O)N1CCc1ccccc1 (centres undefined)	-11
CSCCOC(=O)COc1ccc(/C=N/NC(=O)c2ccc(CN3CCOCC3)cc2)cc1	6
O=C1CCCC2=C1C(c1ccc(O)cc1)Nc1ccc(C(=O)c3ccccc3)cc1N2 (centres undefined)	54
COC(=O)CSC1=NC(=O)/C(=C/c2cccc(OC)c2)S1	8
CCN=C(NCC)SC1CC(=O)N(c2cccc(OC)c2)C1=O (centres undefined)	-20
CC1(C)CC(=O)C2=C(C1)OC1=C(C(=O)CC(C)(C)C1)C2c1ccc(-c2ccc([N+](=O)[O-])cc2Cl)o1	20
O=C(/C=C/c1cccc(C(F)(F)F)c1)Nc1cccc2ncccc12	-13
Continuation.
SMILES	DUSP3 inh
Cc1ccc(C(=O)c2cccc(NC(=O)/C=C/c3ccco3)c2)cc1C	-19
O=[N+]([O-])c1ccc(C=Nc2ccc(Cl)cc2)o1	-1
COc1ccc(-n2c(C)nc(=O)c(-c3ccccc3)c2C)cc1	-7
COc1cc(C(=S)N2CCOCC2)ccc1OCc1ccccc1	29
COc1ccc(S(=O)(=O)NNC(=O)c2ccc(F)cc2)cc1	-34
CCOC(=O)COc1ccc(/C=C2\C(=O)NN(c3ccc(Cl)c(Cl)c3)C2=O)cc1OC	-19
Cn1c(=O)[nH]c2nc(-c3ccccc3)[nH]c2c1=O	5
CCOc1ccc(C(=O)Nc2ccc(OC)c(OC)c2)cc1[N+](=O)[O-]	-10
Cc1ccc(S(=O)(=O)N2CCC(Cc3ccccc3)CC2)cc1C	17

Entries from the list above that have four or more nitrogen atoms (16):
SMILES	DUSP3 inh
Clc1cccc(-c2ccc(/C=N/n3cnnc3)o2)c1	-24
COc1ccccc1N1C(=O)CC(S/C(N)=N/N=C(\C)c2ccc(F)cc2)C1=O (centres undefined)	1
CCN(CC)c1ccc(/C=N/Nc2cc(N3CCOCC3)nc(N3CCOCC3)n2)cc1	102
CSc1nncn1/N=C/c1ccc([N+](=O)[O-])cc1	1
Nc1nonc1N=Cc1cc(Br)ccc1O	-2
COc1ccc2c(c1)c(/C=C/c1nc3ccccc3c(=O)n1-c1ccccc1[N+](=O)[O-])c(C)n2C	-8
C/C(=N\N=C1\NC(=O)C(CC(=O)Nc2cccc(C)c2C)S1)c1ccccc1 (centres undefined)	-8
C/C(Cn1nnc([N+](=O)[O-])n1)=N/NC(=O)Cc1ccccc1	-26
O=C(Cn1c(O)c(N=NC(=O)C(=O)NCc2ccccc2)c2ccccc21)Nc1ccccc1	-31
O=C(Oc1cccc(/C=N/Nc2nc(N3CCOCC3)nc(N3CCOCC3)n2)c1)c1ccco1	-15
Cc1cc(NS(=O)(=O)c2ccc(Nc3nc(-c4sc(N)nc4C)cs3)cc2)no1	35
Cc1ccc(-c2cc(-c3ccccc3)nc(N/N=C/c3ccccc3O)n2)cc1	-8
COc1cc(/C=C2/SC(=S)N(c3c(C)n(C)n(-c4ccccc4)c3=O)C2=O)c([N+](=O)[O-])cc1OC	-10
Cc1ccc(OCc2nnc(NC(=O)Nc3cccc(Cl)c3)s2)c(C)c1	-18
O=C(N/N=C/c1ccc(OCc2ccccc2)cc1)c1cnccn1	11
Cn1c(=O)[nH]c2nc(-c3ccccc3)[nH]c2c1=O	5
